D2 antagonist – D2 dopamine receptor (human) antagonism. inhibition, % at 10 µM. HEK293 TREx D2 cells, calcium flux, dopamine EC80. actives 2% (n = 340,000). AID 485344; in the data active = inhibition above about 30%; note: 0% is about no effect
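Inhibition of EC80 dopamine-driven calcium flux, recorded kinetically, defines activity here; cells are a tetracycline-induced HEK293 T-REx line expressing force-coupled D2.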
TRHR enhancer – allosterically enhances the human TRH receptor. P34981. TRHR cells, fluo-8 calcium fluorescence, EC20 TRH enhancement. actives 0.66% (n = 360,000). enhancement, % at 2 µM. AID 493056; in the data active = enhancement above about 30%; note: 0% is about no effect
Target sequence (P34981 whole entry, looked up): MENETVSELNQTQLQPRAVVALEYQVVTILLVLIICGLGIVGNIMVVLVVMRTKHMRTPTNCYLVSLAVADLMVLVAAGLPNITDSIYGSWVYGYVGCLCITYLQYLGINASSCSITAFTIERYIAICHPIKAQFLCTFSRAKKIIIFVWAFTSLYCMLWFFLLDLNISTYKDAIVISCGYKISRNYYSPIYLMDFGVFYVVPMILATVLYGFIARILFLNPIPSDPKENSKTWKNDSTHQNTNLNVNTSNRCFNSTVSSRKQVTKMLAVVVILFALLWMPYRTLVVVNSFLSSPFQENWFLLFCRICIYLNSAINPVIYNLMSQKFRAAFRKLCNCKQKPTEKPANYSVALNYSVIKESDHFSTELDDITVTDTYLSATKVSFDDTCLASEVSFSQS
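Enhancer read-out: after compound pinning and an initial kinetic agonist-mode read, an EC20 of TRH (10 nM final) was injected and fluo-8 calcium signal (Ex 480/Em 530) followed at 1 s/cycle for 100 cycles in TRHR-expressing cells.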
TrxR1 inh – blocks rat thioredoxin reductase 1; O89049; recombinant rTrxR1, NADPH fluorescence consumption, selenite substrate; Potency, µM (highest dose often 114 µM), without a hit: at the highest dose activity change, negative = inhibition, hits mostly inhibitors; actives 1% (n = 390,000); AID 588453; note: potency is the fitted concentration of half-maximal effect; % is set by controls: 0 for no effect and ±100 for the full control effect; nearly all actives have a fitted effect of over 65% in size
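Rat TrxR1 (90 nM in the dispensed reagent) was pre-reduced with 400 uM NADPH for 5 min at room temperature, then incubated with compound for 15 min. After 400 uM selenite was added, NADPH fluorescence (Ex 340/Em 450 nm) was followed for 8 min.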
TRHR agonist – agonists of human TRH receptor; P34981; TRHR cells, calcium flux fluo-8, FDSS agonist mode; activation, % at 2 µM; actives 0.18% (n = 360,000); AID 493084; in the data active = activation above about 30%; note: 0% is about no effect
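Read-out: compound-evoked intracellular calcium rise in TRHR cells, fluo-8 dye, kinetic FDSS fluorescence at 1 s/cycle following a 10-cycle baseline. Cells cultured overnight before dye loading (30 min–1.5 h, RT).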
mIDH1 inhibitor – blocks human mutant IDH1 R132H enzyme. AID 602179. Potency, µM (highest dose often 76.6 µM), without a hit: at the top dose activity change, negative = inhibition, actives largely listed as inhibitors. IDH1-R132H enzyme, NADPH consumption, diaphorase/resazurin fluorescence. actives 0.093% (n = 390,000); note: potency is the fitted concentration of half-maximal effect; % is set by controls: 0 for no effect and ±100 for the full control effect; nearly all actives have a fitted effect of over 65% in size
Target sequence (O75874 whole entry R132H, stated change not applied): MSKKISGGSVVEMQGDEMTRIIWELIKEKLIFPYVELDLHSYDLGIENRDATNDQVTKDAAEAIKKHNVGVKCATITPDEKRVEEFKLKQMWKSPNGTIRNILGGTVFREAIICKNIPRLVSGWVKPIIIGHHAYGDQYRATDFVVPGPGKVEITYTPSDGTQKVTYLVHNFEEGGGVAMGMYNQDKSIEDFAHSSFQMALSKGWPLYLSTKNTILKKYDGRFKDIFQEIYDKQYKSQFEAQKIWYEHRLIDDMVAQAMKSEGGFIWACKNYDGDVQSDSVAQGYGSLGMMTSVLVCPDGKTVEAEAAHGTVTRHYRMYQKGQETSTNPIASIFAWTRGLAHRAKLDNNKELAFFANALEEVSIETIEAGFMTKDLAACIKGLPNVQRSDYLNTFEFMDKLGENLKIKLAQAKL
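IDH1-R132H (0.5 ug/mL dispensed) in pH 7.5 Tris buffer was preincubated 30 min with compound, then given a substrate mix of 0.016 mM NADPH and 2 mM alpha-KG for 80 min at room temperature; remaining NADPH was read by diaphorase/resazurin fluorescence.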
PI4K2A inh – PI4K2A (human) kinase inhibition; Q9BTU6; purified PI4K2A, ADP-Glo luminescence, 1 h; stronger effect = lower value; activity change, negative = inhibition, % at 76.9 µM; actives 0.13% (n = 420,000); AID 1346378; in the data active = activity change below about -50%; inconclusive = mostly about -30% to -49%;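 note: -100% = wells without enzyme as full effect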
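Compounds are screened against recombinant PI4K2A using PI as substrate and ATP, the latter dispensed at 300 microM. Reactions run one hour at ambient temperature before ADP-Glo detection; full inhibition defined by wells lacking enzyme.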
USP1-UAF1 inh – USP1/UAF1 (human) deubiquitinase inhibition | O94782 | recombinant USP1/UAF1, Ub-Rhodamine cleavage fluorescence | Potency, µM (titrated, usually from 57.1 µM), for the others: at the top dose activity change, negative = inhibition, usual class: inhibitors | actives 0.23% (n = 390,000) | AID 743255; note: potency is the fitted concentration of half-maximal effect; % is set by controls: 0 for no effect and ±100 for the full control effect; nearly all actives have a fitted effect of over 60% in size; inactives centre near -12
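High-throughput fluorogenic screen: 1nM USP1/UAF1 complex, Ub-Rho substrate 150nM final, 50mM HEPES pH 7.8 with 0.5mM EDTA, 0.1 mg/ml BSA, 1mM TCEP and 0.01% Tween-20.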
D2 agonist – activates the human D2 dopamine receptor; P14416; actives 0.53% (n = 340,000); HEK293 T-REx D2 cells, calcium flux agonist mode; activation, % at 2 µM;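 active = activation over 3 SD above normal in the single-dose calcium agonist read, cut at about 30% in these data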; note: 0% is about no effect
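HEK293 Trex D2 cells, tetracycline-induced, o/n 30 C 5% CO2; no-wash Ca dye, RT 30–90 min; 10-cycle baseline, 23 nl cpd added, kinetic Ca read 180 s; agonist hits = positive Ca response.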
TrxR1 substrate – is turned over as a substrate by rat TrxR1 | O89049 | purified TrxR1 substrate turnover, NADPH consumption readout | Potency, µM (doses to about 114 µM), without a hit: at the highest dose activity change, negative = substrate turnover | actives 0.01% (n = 390,000) | AID 588456; note: potency is the fitted concentration of half-maximal effect; % is set by controls: 0 for no effect and ±100 for the full control effect; nearly all actives have a fitted effect of over 50% in size
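Rat TrxR1, dispensed at 90 nM, was prereduced with 400 uM NADPH (final) for 5 min at ~22 deg C, then incubated with compound 15 min before 400 uM selenite. A first-read NADPH fluorescence drop versus no-compound background flagged substrates.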
* hit, by the source's call; [ ] = another dose, or the depositor's remark. Unless noted, calls come from the whole dose curve; as a rule, active = well fitted inhibition curve with a large enough effect; inconclusive = small, poorly fitted or top-dose-only effect; inactive = no such curve, though single readings can be large or run the other way.

What do the screens show for `O=C(Nc1ncc(Cc2ccccc2)s1)C1CCCO1` (stereo not given)?
D2 antagonist: -0.7; TRHR enhancer: -4.7; TrxR1 inh: 15.8%; TRHR agonist: -0.7; mIDH1 inhibitor: 17.2%; PI4K2A inh: 3.2; USP1-UAF1 inh: inconclusive; D2 agonist: -1.5; TrxR1 substrate: 4.2%

How did C=C(C)C1CCC2(C(=O)O)CCC3(C)C(CCC4C5(C)C(C=O)C(O)C(C)(C)C5CCC43C)C12 (stereo not given) do in these assays?
D2 antagonist: -1.4; TRHR enhancer: -1.9; TrxR1 inh: 2.6%; TRHR agonist: -1.5; mIDH1 inhibitor: -6.2%; PI4K2A inh: -2.9; USP1-UAF1 inh: -9.2%; D2 agonist: -1.0; TrxR1 substrate: 2.2%

What do the screens show for `Cc1ccc(-n2nnnc2SC(C)C(=O)Nc2ccccc2-c2ccccc2)cc1` (stereo not given)?
D2 antagonist: -2.9; TRHR enhancer: -2.0; TrxR1 inh: 9.8%[57.1 µM]; TRHR agonist: 0.1; mIDH1 inhibitor: 0.9%; PI4K2A inh: -8.5; USP1-UAF1 inh: -21.9%; D2 agonist: -0.1; TrxR1 substrate: 2.6%[57.1 µM]

How did Cc1ccc(S(=O)(=O)N(C)c2ccc(OCC(=O)NC3=NCCS3)cc2)cc1 do in these assays?
D2 antagonist: -3.3; TRHR enhancer: -4.6; TrxR1 inh: 18.8%[57.1 µM]; TRHR agonist: -1.3; mIDH1 inhibitor: 6.8%; PI4K2A inh: -0.5; USP1-UAF1 inh: inconclusive; D2 agonist: 1.9; TrxR1 substrate: -0.1%[57.1 µM]

Results for O=C(Nc1ccc(Cl)cc1F)c1cnc2sc(N3CCOCC3)nn2c1=O ?
TRHR enhancer: -7.1; TrxR1 inh: 12.1%; TRHR agonist: 0.0; mIDH1 inhibitor: 14.5%; PI4K2A inh: 3.2; USP1-UAF1 inh: -10.2%; D2 agonist: 0.0; TrxR1 substrate: 5.2%

What do the screens show for `O=C(c1cc(-c2cccs2)on1)N1CCCCC1`?
D2 antagonist: -5.2; TRHR enhancer: -3.4; TrxR1 inh: inconclusive; TRHR agonist: 0.1; mIDH1 inhibitor: 1.9%; PI4K2A inh: 5.0; USP1-UAF1 inh: -4.8%; D2 agonist: 0.2; TrxR1 substrate: -2.8%

What do the screens show for `CCCCOC(=O)NS(=O)(=O)c1sc(CC(C)C)cc1-c1ccc(Cn2c(CC)nc3c(C)cc(C)nc32)cc1`?
D2 antagonist: -3.0; TRHR enhancer: 1.7; TrxR1 inh: inconclusive; TRHR agonist: 0.6; PI4K2A inh: 0.4; D2 agonist: 0.9; TrxR1 substrate: inconclusive

How did CCC12CN3CC(CC)(CN(C1)C3c1cccc(OC)c1O)C2=O (stereo not given) do in these assays?
TRHR enhancer: -3.0; TrxR1 inh: 11.0%; TRHR agonist: -0.2; mIDH1 inhibitor: -4.9%; PI4K2A inh: 3.5; USP1-UAF1 inh: -8.3%; D2 agonist: -0.6; TrxR1 substrate: 1.1%

What do the screens show for `O=C(NC1CCCCC1)C(=O)c1c[nH]c2ccccc12`?
TRHR enhancer: -7.8; TrxR1 inh: 16.6%[57.1 µM]; TRHR agonist: 0.8; mIDH1 inhibitor: 6.1%; PI4K2A inh: -2.6; USP1-UAF1 inh: -6.5%; TrxR1 substrate: 7.7%[57.1 µM]

Results for CCN(CC)CCn1c(=N)n(CC(=O)c2ccc(C)cc2)c2ccccc21 ?
D2 antagonist: -16.7; TRHR enhancer: 6.5; TrxR1 inh: 14.7%; TRHR agonist: 0.2; mIDH1 inhibitor: 3.5%; PI4K2A inh: 12.6; USP1-UAF1 inh: -15.1%; D2 agonist: 1.4; TrxR1 substrate: 3.8%

How did CC(=O)NN1C(=O)c2ccccc2NC1c1ccoc1 (stereo not given) do in these assays?
D2 antagonist: 1.8; TRHR enhancer: -1.3; TrxR1 inh: 11.4%; TRHR agonist: 0.0; mIDH1 inhibitor: -2.3%; PI4K2A inh: -8.7; USP1-UAF1 inh: -12.4%; D2 agonist: 0.3; TrxR1 substrate: 167.3%[activator]

How did CN(C)C(=S)Oc1ccccc1-c1ccccc1OC(=S)N(C)C do in these assays?
D2 antagonist: 15.9; TRHR enhancer: -5.4; TrxR1 inh: 15.9%; TRHR agonist: -0.6; mIDH1 inhibitor: -2.7%; PI4K2A inh: -0.4; USP1-UAF1 inh: -22.1%; D2 agonist: -1.2; TrxR1 substrate: 3.2%

How did N#Cc1c(C(F)(F)F)cc(Cc2ccccc2)nc1SCC(=O)NCC(=O)O do in these assays?
TrxR1 inh: 7.0%[57.1 µM]; mIDH1 inhibitor: 5.8%; PI4K2A inh: 0.2; USP1-UAF1 inh: -7.5%; TrxR1 substrate: -2.5%

What do the screens show for `COC(=O)CNC(=O)/C=C/c1cc(Br)ccc1OC`?
D2 antagonist: -38.8; TRHR enhancer: -3.6; TrxR1 inh: 7.2%; TRHR agonist: 0.9; mIDH1 inhibitor: 1.0%; PI4K2A inh: -1.4; USP1-UAF1 inh: -16.3%; D2 agonist: -0.2; TrxR1 substrate: 6.5%

Results for O=C(O)/C(=C\c1ccc(Br)cc1)NC(=O)c1cccs1 ?
TRHR enhancer: 4.1; TrxR1 inh: 7.8%; TRHR agonist: -0.3; mIDH1 inhibitor: -4.8%; PI4K2A inh: -3.2; USP1-UAF1 inh: -12.8%; TrxR1 substrate: -2.5%

Results for Cn1ccnc1SCC(=O)NC1CCCCC1 ?
D2 antagonist: -3.8; TRHR enhancer: 9.9; TrxR1 inh: -3.4%; TRHR agonist: -0.2; mIDH1 inhibitor: 6.9%; PI4K2A inh: -0.8; USP1-UAF1 inh: -1.0%; D2 agonist: -0.8; TrxR1 substrate: 0.5%

What do the screens show for `Cn1ncc2c(Nc3cccc(C(=O)O)c3)ncnc21`?
TRHR enhancer: 0.8; TrxR1 inh: 10.0%[57.1 µM]; TRHR agonist: 0.1; mIDH1 inhibitor: 5.3%; PI4K2A inh: -0.4; USP1-UAF1 inh: -4.6%; TrxR1 substrate: 6.7%[57.1 µM]

Results for Cc1cccn2c(=O)c3cc(C(=O)NC(C)c4ccccc4)c(=N)n(CCOCCO)c3nc12 (stereo not given) ?
TRHR enhancer: -6.2; TrxR1 inh: 162.2%[activator]; TRHR agonist: -0.8; mIDH1 inhibitor: 3.7%; PI4K2A inh: 3.6; USP1-UAF1 inh: -12.1%; D2 agonist: -0.1

How did Brc1ccc(-c2ncc(-c3ccccc3)cn2)cc1 do in these assays?
D2 antagonist: 3.8; TRHR enhancer: 5.7; TrxR1 inh: 7.4%; TRHR agonist: 0.1; mIDH1 inhibitor: -0.6%; PI4K2A inh: -2.2; USP1-UAF1 inh: -19.7%; D2 agonist: 0.3; TrxR1 substrate: -5.2%

What do the screens show for `CC(NC(=O)c1ccc(NC(=O)CC2SC(N3CCCC3)=NC2=O)cc1)c1ccccc1` (stereo not given)?
D2 antagonist: -0.2; TRHR enhancer: -7.5; TrxR1 inh: 19.1%; TRHR agonist: 0.0; mIDH1 inhibitor: -11.2%; PI4K2A inh: 2.0; USP1-UAF1 inh: -2.2%; D2 agonist: -0.6; TrxR1 substrate: 3.7%

Results for Cc1cc(C)c(S(=O)(=O)Nc2cnc3ccccc3c2)c(C)c1 ?
D2 antagonist: -13.3; TRHR enhancer: 7.0; TrxR1 inh: 12.6%; TRHR agonist: -0.7; mIDH1 inhibitor: 8.3%; PI4K2A inh: -8.9; USP1-UAF1 inh: -18.5%; D2 agonist: -1.3; TrxR1 substrate: 2.8%

What do the screens show for `O=C(COC(=O)/C=C/c1ccco1)NCc1ccco1`?
D2 antagonist: 11.2; TRHR enhancer: 0.5; TrxR1 inh: inconclusive; TRHR agonist: 1.1; mIDH1 inhibitor: -1.9%; PI4K2A inh: -8.3; USP1-UAF1 inh: -13.0%; D2 agonist: 0.2; TrxR1 substrate: -2.7%

How did Cc1cccc(NS(=O)(=O)c2cccc(C(=O)N3CCN(S(=O)(=O)c4ccccc4)CC3)c2)c1 do in these assays?
D2 antagonist: -8.5; TRHR enhancer: 0.5; TrxR1 inh: 6.0%; TRHR agonist: 0.2; mIDH1 inhibitor: 9.5%; PI4K2A inh: 4.5; USP1-UAF1 inh: -15.5%; D2 agonist: 0.7; TrxR1 substrate: -6.2%

What do the screens show for `CCN1CCN(CC(=O)Nc2ccc(C)cc2C)C(=O)C1=O`?
D2 antagonist: -7.7; TRHR enhancer: 5.2; TrxR1 inh: 8.5%; TRHR agonist: 0.3; mIDH1 inhibitor: 0.0%; PI4K2A inh: -2.8; USP1-UAF1 inh: inconclusive; D2 agonist: -0.3; TrxR1 substrate: 3.2%

Results for Cc1ccc(S(=O)(=O)NCCc2nnc3ccc(SCc4ccc(F)cc4)nn23)cc1 ?
TRHR enhancer: 3.4; TrxR1 inh: 9.7%; TRHR agonist: 0.2; mIDH1 inhibitor: 8.5%; PI4K2A inh: -2.4; USP1-UAF1 inh: inconclusive; D2 agonist: -0.9; TrxR1 substrate: -6.8%

How did CCCCC(=O)Nc1ccc(NC(=O)C2CC2)nc1 do in these assays?
D2 antagonist: -13.1; TRHR enhancer: 19.8; TrxR1 inh: 0.2%; TRHR agonist: -0.6; mIDH1 inhibitor: 0.5%; PI4K2A inh: 1.8; USP1-UAF1 inh: -17.0%; D2 agonist: 0.3; TrxR1 substrate: -6.5%

What do the screens show for `COC(=O)c1cc(S(=O)(=O)N2CCN(c3ccc(OC)cc3)CC2)c[nH]1`?
TRHR enhancer: -0.2; TrxR1 inh: 15.1%; TRHR agonist: 0.1; mIDH1 inhibitor: -3.6%; PI4K2A inh: 4.2; USP1-UAF1 inh: -13.3%; D2 agonist: 0.9; TrxR1 substrate: 5.1%
